# Source: PubChem BioAssay (National Center for Advancing Translational Sciences (NCATS))
# RXFP1 agonist: agonists of human relaxin receptor RXFP1; Potency, µM (titrated, usually from 57.5 µM), without a hit: at the highest dose activation, actives largely listed as activators; 370,000 tested, 0.3% active; HEK293T-RXFP1 cAMP TR-FRET, 30 min; response scale: percent of porcine relaxin response, buffer zero; AID 2676; also: potency is read from the fitted curve at half-maximal effect; % is scaled to controls: 0 for no effect and ±100 for the full control effect; nearly all actives have a fitted effect of over 60% in size; many of its hits are not listed in these tables
# Target sequence (Q9HBX9 whole entry, looked up): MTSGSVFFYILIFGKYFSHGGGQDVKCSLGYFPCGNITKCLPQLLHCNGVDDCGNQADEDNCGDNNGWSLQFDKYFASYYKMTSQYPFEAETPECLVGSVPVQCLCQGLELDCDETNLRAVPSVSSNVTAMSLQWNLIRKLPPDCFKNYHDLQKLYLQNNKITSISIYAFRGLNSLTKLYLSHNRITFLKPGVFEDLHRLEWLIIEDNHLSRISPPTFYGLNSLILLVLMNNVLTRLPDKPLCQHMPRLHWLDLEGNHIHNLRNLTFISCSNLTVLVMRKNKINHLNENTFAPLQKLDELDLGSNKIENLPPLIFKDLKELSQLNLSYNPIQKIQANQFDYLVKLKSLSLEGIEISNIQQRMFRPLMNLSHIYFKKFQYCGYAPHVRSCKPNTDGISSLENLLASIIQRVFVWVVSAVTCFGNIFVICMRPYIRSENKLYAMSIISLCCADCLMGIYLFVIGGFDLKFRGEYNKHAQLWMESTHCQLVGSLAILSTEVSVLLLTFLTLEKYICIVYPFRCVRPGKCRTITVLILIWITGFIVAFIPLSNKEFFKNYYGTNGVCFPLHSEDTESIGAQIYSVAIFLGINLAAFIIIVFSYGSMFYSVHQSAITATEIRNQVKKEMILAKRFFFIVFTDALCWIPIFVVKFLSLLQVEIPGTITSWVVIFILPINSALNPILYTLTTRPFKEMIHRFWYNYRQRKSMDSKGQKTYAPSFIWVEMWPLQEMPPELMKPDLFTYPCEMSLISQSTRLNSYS
#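 HEK293T cells stably expressing RXFP1 were pretreated with the PDE4 inhibitor Ro 20174, exposed to compounds for 30 min at 37C, lysed, and cAMP was read by TR-FRET. Data normalized to buffer (basal) and 29 nM porcine relaxin (100%).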
# Vif-APOBEC3G blk: inhibitors of Vif-APOBEC3G interaction | Potency, µM (highest dose often 46.1 µM), for the others: at the top dose activity, negative = active, most hits filed as inhibitors | Q9HC16 | HeLa A3G-eYFP + Vif (tagged APOBEC3G with the HIV-1 protein that degrades it), YFP fluorescence, overnight | 410,000 tested, 0.076% active | AID 602310;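 also: potency is read from the fitted curve at half-maximal effect; % is scaled to controls: 0 for no effect and ±100 for the full control effect; nearly all actives have a fitted effect of over 60% in size; hits raise eYFP signal because A3G escapes Vif-driven loss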
# Target sequence (Q9HC16 whole entry, looked up): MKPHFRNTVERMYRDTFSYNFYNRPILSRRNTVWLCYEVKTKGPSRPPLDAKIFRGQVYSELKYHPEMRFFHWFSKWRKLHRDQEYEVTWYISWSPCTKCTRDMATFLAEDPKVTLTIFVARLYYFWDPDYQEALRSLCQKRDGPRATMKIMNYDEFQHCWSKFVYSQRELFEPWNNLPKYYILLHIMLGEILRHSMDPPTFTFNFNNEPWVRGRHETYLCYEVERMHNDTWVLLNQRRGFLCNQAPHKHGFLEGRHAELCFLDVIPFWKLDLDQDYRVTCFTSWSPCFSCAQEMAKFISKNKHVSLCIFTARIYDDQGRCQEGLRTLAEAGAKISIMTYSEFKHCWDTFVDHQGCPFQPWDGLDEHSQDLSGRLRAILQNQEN
#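 HeLa cells stably expressing Vif and C-terminally eYFP-tagged A3G, seeded overnight at 37 deg C, then exposed to compound by pintool overnight at 37 deg C. Rise in yellow fluorescence (Ex 488/Em 500-530, Acumen) marks blocked Vif-driven A3G degradation.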
# USP1 inh: inhibitors of human USP1/UAF1 deubiquitinase | recombinant USP1/UAF1, Ub-Rhodamine cleavage fluorescence | Potency, µM (series often up to 57.1 µM), without a hit: at the top dose activity change, negative = inhibition, usual class: inhibitors | 390,000 tested, 0.23% active | AID 743255; also: potency is read from the fitted curve at half-maximal effect; % is scaled to controls: 0 for no effect and ±100 for the full control effect; nearly all actives have a fitted effect of over 60% in size; inactives centre near -12
#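 USP1/UAF1 complex at 1 nM was preincubated with compound for 15 min at room temperature, then Ub-Rho substrate (150nM final) was added. Fluorescence (480/540 nm) was read kinetically, 6 reads every 60 seconds.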
# TrxR1 substrate: substrates of rat thioredoxin reductase 1; O89049; purified TrxR1 substrate turnover, NADPH consumption readout; Potency, µM (top dose mostly 114 µM), inactives show at the highest dose activity change, negative = substrate turnover; 390,000 tested, 0.01% active; also: potency is read from the fitted curve at half-maximal effect; % is scaled to controls: 0 for no effect and ±100 for the full control effect; nearly all actives have a fitted effect of over 50% in size
#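 Rat TrxR1, dispensed at 90 nM, was prereduced with 400 uM NADPH (final) for 5 min at ~22 deg C, then incubated with compound 15 min before 400 uM selenite. A first-read NADPH fluorescence drop versus no-compound background flagged substrates.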
# IDH1 R132H inh: inhibitors of human mutant IDH1 R132H | O75874 | IDH1-R132H enzyme, NADPH consumption, diaphorase/resazurin fluorescence | Potency, µM (highest dose often 76.6 µM), without a hit: at the top dose activity change, negative = inhibition, most hits filed as inhibitors | 390,000 tested, 0.093% active; also: potency is read from the fitted curve at half-maximal effect; % is scaled to controls: 0 for no effect and ±100 for the full control effect; nearly all actives have a fitted effect of over 65% in size
#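 IDH1-R132H (0.5 ug/mL) preincubated 30 min with compound, then NADPH (0.016 mM) and alpha-KG (2 mM) added; 80 min at RT, pH 7.5. Remaining NADPH coupled via diaphorase/resazurin to fluorescence (540/590 nm); concentration-response curves normalized to no-enzyme control.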
# GRP78 ERSR act: ER stress response induction in glioma; Potency, µM, for inactives: top-dose activation, most hits filed as activators; U87-MG GRP78 promoter luciferase reporter, 16 h; 420,000 tested, 0.02% active; also: potency is read from the fitted curve at half-maximal effect; series mostly up to about 76 µM; % of control where 0% means no effect; nearly all actives have a fitted effect of over 35% in size
#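 Stably transfected U87-MG human glioma cells carrying a GRP78-based luminescent sensor were seeded at 1000 cells/well, pin-dosed with compounds and incubated 16 h. Luciferase reagent was then added, and end-point luminescence was read after 10 min at room temperature.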
# Vif-APOBEC3F blk: Vif-A3F binding inhibition; Potency, µM (titrated, usually from 46.1 µM), for the others: top-dose activity, negative = active; AID 602313; HeLa A3F-eYFP + Vif (tagged APOBEC3F with the HIV-1 protein that degrades it), YFP fluorescence increase; 390,000 tested, 0.2% active; also: potency is read from the fitted curve at half-maximal effect; % of control where 0% means no effect; nearly all actives have a fitted effect of over 65% in size
#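 Fluorescence increase (Ex 488/Em 500-530) after overnight compound treatment at 37 deg C flags inhibition of Vif-driven A3F-eYFP loss in stable HeLa A3F-eYFP/Vif cells seeded overnight beforehand.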
# PI4K2A inh: PI4K2A (human) kinase inhibition; purified PI4K2A, ADP-Glo luminescence, 1 h; hits give low values; 420,000 tested, 0.13% active; Q9BTU6; AID 1346378; activity change, negative = inhibition, % at 76.9 µM; in the data active = activity change below about -50%; inconclusive = mostly about -30% to -49%;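 also: -100% = wells without enzyme as full effect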
#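 Compounds are screened against recombinant PI4K2A using PI as substrate and ATP, the latter dispensed at 300 microM. Reactions run one hour at ambient temperature before ADP-Glo detection; full inhibition defined by wells lacking enzyme.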
# LDHA block: LDHA (human) enzyme inhibition; activity change, % (values are at about 110 or 230 µM); AID 1347041; purified LDHA, NADH/diaphorase-resazurin fluorescence; hits give low values; P00338; 480,000 tested, 0.15% active; in the data active = activity change below about -30%; inconclusive = mostly about -25% to -30%;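 also: plate controls were DMSO wells for no effect and wells without enzyme for full effect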
#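 LDH5 2 nM; NADH 0.06 mM, pyruvate 0.2 mM; 200 mM Tris pH 7.4, EDTA, Tween-20; 5 min RT. Detection: diaphorase 0.133 mg/mL + resazurin 37 µM, fluorescence ex540/em590 at 0 and 20 min; normalized to enzyme-free and DMSO wells.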
# Active calls of the source: *; ? = inconclusive; nt = no result given; & = joins results of further samples; [ ] = remark or other dose. Unless noted, calls follow the shape of the dose curve; as a rule, active = well fitted curve in the direction sought with a large enough effect; inconclusive = small, poorly fitted or top-dose-only effect, or another doubt; inactive = no such curve, though single readings can be large; an effect the other way counts as inactive or inconclusive. Some of the compounds tested. The share of hits here may be higher or lower than overall.
SMILES,RXFP1 agonist,Vif-APOBEC3G blk,USP1 inh,TrxR1 substrate,IDH1 R132H inh,GRP78 ERSR act,Vif-APOBEC3F blk,PI4K2A inh,LDHA block
CCCC(CCC)C(=O)Nc1cccc(-c2nc3cccnc3s2)c1C,-1.0%,1%,0%,-8%,-5%,-3%,-7%,0,-2
Cc1ccc(NC(=O)COC(=O)C2C3CC4OC(=O)C2C4C3)cc1Cl (stereo not drawn),1.5%,1%,-9%,-6%,2%,7%,-14%,3,-3
C=CCN1c2ccccc2[C@]23C[C@@H](C(=O)OC)N(C(=O)c4cc(C)oc4C)C2=NC(C(=O)OC)=C(C(=O)OC)[C@H]13,0.2%,-11%,-27%,5%[57.1 µM],-3%,-4%,0%,-1,-1
O=C(NC(=S)Nc1ccc(S(=O)(=O)Nc2ncccn2)cc1)c1ccc(Br)cc1,0.4%,0%,?,4%[11.4 µM],7%,-2%,17%,3,-4
CC1CN(S(=O)(=O)c2ccc(C(=O)O)cc2)CC(C)O1 (stereo not drawn),-2.5%,-7%,-24%,-2%,0%,-2%,1%,5,-1
COc1cc([N+](=O)[O-])cc2cc(C(=O)NC(C)(C)C)c(=O)oc12,-2.9%,0%,-10%,8%[57.1 µM],0%,-7%,1%,4,-9
Cc1ccccc1NC(=O)c1cc([N+](=O)[O-])ccc1NCCN1C(=O)CCC1=O,9.5%,-5%,-3%,6%,-1%,-3%,2%,-8,-5
Cc1ccc(C(=O)Nc2cccc(C(=O)NC3CCCC3)c2)cc1,3.6%,0%,-15%,-10%,10%,-3%,5%,4,-5
O=C(O)/C=C/C(=O)NCCc1cccc(Cl)c1,-1.5%,3%,-18%,4%,4%,-1%,1%,0,0
Cc1ccc(C(=O)C2=C(O)C(=O)N(Cc3cccnc3)C2c2ccc(N(C)C)cc2)o1 (stereo not drawn),2.2%,3%,-10%,-10%,7%,-4%,2%,0,10
CCn1c(CNC(=O)c2ccccc2F)nnc1SCC(=O)NC1CCCCC1,-2.9%,2%,-4%,-1%,-8%,-6%,-1%,3,0
COC(=O)c1ccc(COc2ccccc2/C=N/NS(=O)(=O)c2ccccc2)cc1,3.5%,?,-9%,1%,3%,-6%,-25%,2,-4
Cc1nc(C(C)(C)O)n(-c2ccccc2)n1,0.4%,1%,0%,0%,8%,-5%,-8%,0,-5
CC(C)(C)C(=O)Nc1ccccc1C(=O)NCc1ccco1,-0.4%,-2%,-7%,-3%,2%,0%,3%,9,0
CC1Cc2ccccc2N1C(=O)Cn1c(=O)cc(O)c2ccccc21 (stereo not drawn),-0.9%,1%,-23%,-6%,10%,-2%,2%,0,13
Cc1ccc(S(=O)(=O)N(C)C)cc1NC(=O)c1c(-c2c(F)cccc2Cl)noc1C,0.4%,0%,-4%,-3%,1%,-8%,-4%,1,-2
COc1ccc(NC(=O)Nc2c[nH]c(=O)[nH]c2=O)c(OC)c1,-0.6%,3%,-6%,3%[57.1 µM],-12%,-2%,1%,-5,-3
CCOC(=O)N1CCC(N2Cc3cccc(C(=O)NCC4CCN(CC(C)C)C4)c3C2=O)CC1 (stereo not drawn),-0.2%,-2%,-5%,6%[57.1 µM],-5%,-1%,2%,-5,-1
Cc1ccc2nc(N3C(=O)C(O)=C(C(=O)c4ccc(C)o4)C3c3ccco3)sc2c1 (stereo not drawn),24%,-2%,-21%,-6%,-7%,-3%,2%,-6,-15
COc1ccc(NC(=S)N2CCCN(Cc3cc(C)ccc3C)C2)cc1,0.4%,3%,-4%,-1%,15%,-5%,3%,5,-12
CSc1ncccc1C(=O)OCC(=O)NC1CCCc2ccccc21 (stereo not drawn),nt,-1%,-11%,-4%,6%,-5%,-2%,4,-2
CCS(=O)(=O)/N=C(\N)c1ccccc1,1.4%,1%,6%,10%,0%,0%,-2%,-2,-1
CN(C)C(=O)CSC1c2ccccc2C(=O)N1c1ccccc1 (stereo not drawn),2.7%,-3%,2%,9%[11.4 µM],-1%,-2%,?,4,-8
CCCCc1nn2c(=O)cc(COC(=O)c3ccccc3NC(=O)c3cccc(C)c3)nc2s1,8.7%,-1%,14%,-2%[57.1 µM],-4%,-3%,1%,-3,-3
COc1ccc2c(c1)c1c(c(=O)n(-c3cccc(C)c3)c(=O)n1CC(=O)Nc1c(C)cc(C)cc1C)n2C,2.9%,-2%,-20%,12%,18%,0%,2%,-3,3

# The listing continues:
SMILES,RXFP1 agonist,Vif-APOBEC3G blk,USP1 inh,TrxR1 substrate,IDH1 R132H inh,GRP78 ERSR act,Vif-APOBEC3F blk,PI4K2A inh,LDHA block
Cc1ccc(C(=O)OCc2nnc(-c3ccccc3)o2)o1,2.3%,-2%,-14%,-4%,4%,1%,nt,-4,-5
O=C(c1ccc(Cl)cc1)N(Cc1ccccc1F)N1C(=O)CCCC1=O,-0.6%,3%,-5%,-2%,-1%,-4%,-8%,1,-7
O=C(O)c1ccc(-c2nc(-c3cccc(C(F)(F)F)c3)cs2)cc1,1.5%,-1%,-22%,12%,-9%,2%,2%,3,-2
O=S(=O)(c1cccc(-c2nnc3n2CCCCC3)c1)N1CCOCC1,0.6%,1%,2%,1%,4%,3%,-7%,5,1
O=C(N1CCCCC1)C12CC3CC(C1)CC(C(=O)N1CCCCC1)(C3)C2,0.7%,-6%,-15%,-6%[57.1 µM],6%,-2%,9%,1,1
Cc1ccc(/C=C(/NC(=O)c2ccccc2)C(=O)NCCc2c[nH]c3ccccc23)o1,0.4%,-6%,-20%,-26%[57.1 µM],9%,1%,-3%,5,4
Cc1nn(-c2ccccc2)c(Cl)c1C(=O)NC1CCCCC1,-1.3%,0%,-19%,14%[57.1 µM],6%,14%,5%,0,-1
COc1ccc(C(=O)COC(=O)CNC(=O)c2cccs2)cc1Br,-1.5%,0%,-2%,-2%,-1%,-4%,-14%,-15,-5
CC(=O)NC1CCCc2c1cnn2-c1ccc(C(C)(C)C)cc1 (stereo not drawn),1.1%,0%,3%,9%[57.1 µM],7%,-4%,-8%,-5,-6
COc1ccc(NC(=O)CN2C(=O)CSc3ccc(S(=O)(=O)N4CCC(C)CC4)cc32)cc1,2.1%,3%,-21%,2%,0%,-5%,-3%,-3,-1
COc1ccc(C(=O)N/C(=C/c2cccs2)C(=O)NCCCn2ccnc2)cc1OC,0.4%,-8%,-15%,4%,2%,-3%,-1%,-4,4
Cc1cc(C)c(C(=O)N2CCCC(CNS(=O)(=O)c3cccs3)C2)o1 (stereo not drawn),1.7%,4%,?,7%,6%,-1%,0%,-3,1
NC(=O)c1ccccc1OCC(=O)NC12CC3CC(CC(C3)C1)C2,0.4%,-6%,0%,14%,-1%,-4%,-1%,-6,-1
O=C1NC(=O)C(=Cc2ccc(Cl)cc2Cl)S1,nt,3%,-8%,-17%,3%,-6%,2%,-2,-22
COc1ccc(C(=O)NCC(=O)OCC(=O)N2CC(C)OC(C)C2)cc1OC (stereo not drawn),nt,0%,-2%,6%[11.4 µM],1%,-3%,7%,-3,1
CCC(C)c1ccc(S(=O)(=O)N2CCN3CCCC3C2)cc1 (stereo not drawn),7.3%,1%,-4%,8%[57.1 µM],-1%,-7%,4%,-3,-4
O=C1CSC(=S)N1c1cccnc1,0.3%,1%,-15%,-2%,7%,-5%,-6%,-1,-2
CCOc1ccc(C2CC(c3ccccc3)Nc3nc(N)nn32)cc1 (stereo not drawn),2.5%,-6%,-8%,-4%,9%,-7%,-1%,4,1
O=C(/C=C/c1ccccc1Cl)Nc1ccc(S(=O)(=O)Nc2ncccn2)cc1,-0.6%,-18%,-9%,-2%,-3%,1%,1%,0,-15
CC(C)(C)NC(=O)C(c1ccc(-c2ccccc2)cc1)N(C[C@H]1CC[C@@H]([C@@H]2CC[C@H](CO)O2)O1)C(=O)c1ccc(C(C)(C)C)cc1 (stereo partly drawn),nt,-25%,-9%,-9%,-18%,14%,?,2,5
CCc1ccc(NC2=NCC(c3ccccc3)S2)cc1 (stereo not drawn),-1.2%,7%,-15%,-11%[57.1 µM],6%,6%,?,1,3
O=C1CCc2cc(S(=O)(=O)Nc3ccccc3Cl)ccc2N1,9.3%,0%,-18%,6%,-11%,-4%,-6%,0,-7&-4
CCOc1cc(C(=O)NCCc2csc3nc(-c4ccccc4F)nn23)cc(OCC)c1OCC,-1.3%,-3%,-3%,-3%[57.1 µM],-12%,-3%,-7%,0,-8
CCOc1ccc(N2C(=O)c3cccnc3C2Nc2ccc(OC)cc2)cc1 (stereo not drawn),3.1%,1%,-1%,-7%,0%,-2%,2%,-2,-2
COCCCNC(=S)Nc1cc(C)c(C)cc1C,4.4%,-2%,-28%,0%,3%,-7%,9%,1,-4

# Grouped by structure, the entries above containing a nitro group on carbon (two)
SMILES,RXFP1 agonist,Vif-APOBEC3G blk,USP1 inh,TrxR1 substrate,IDH1 R132H inh,GRP78 ERSR act,Vif-APOBEC3F blk,PI4K2A inh,LDHA block
COc1cc([N+](=O)[O-])cc2cc(C(=O)NC(C)(C)C)c(=O)oc12,-2.9%,0%,-10%,8%[57.1 µM],0%,-7%,1%,4,-9
Cc1ccccc1NC(=O)c1cc([N+](=O)[O-])ccc1NCCN1C(=O)CCC1=O,9.5%,-5%,-3%,6%,-1%,-3%,2%,-8,-5
